Screening results deposited in PubChem by several laboratories.
SDO1 yeast rescue – growth rescue of sdo1-depleted yeast, primary screen, S. cerevisiae, bone marrow failure model; actives 0.21% (n = 140,000); z-score at 10 µM; S. cerevisiae sdo1-depleted JHY4D growth rescue, OD600 30 h; hits give high values; pdr5 snq2 efflux-pump mutant strain; AID 817, 2007;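 active = z-score above 3 at both the 24 hr and the 30 hr optical density reads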;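 note: z-score against mean and SD of all compound wells on the same plate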
INS promoter inh – inhibitors of insulin promoter-driven GFP, primary screen, imaging, TRM-6 cells (human fetal islet line), eGFP reporter, cell count; reporter expression induced with tamoxifen; inhibition, % at 2 µM; actives 0.9% (n = 130,000);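 active = inhibition above the mean plus 3 SD, with well images judged a real hit on visual review, cut at about 60% in these data, passing the limit was not always enough; inconclusive = inhibition over the cutoff but images rejected on review; inactive = inhibition not above the cutoff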
SDO1 yeast rescue Rescue 24 h – second read-out of SDO1 yeast rescue, no call of its own (marks repeat the call); z-score; S. cerevisiae sdo1-depleted JHY4D growth rescue, OD600; measured here: growth rescue at 24 h;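 0 is the plate mean of compound wells and units are plate SD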
An asterisk follows results filed as active; ? = inconclusive; . = no result given. Only part of the results is shown, so the mix of outcomes need not match the whole.

SMILES | INS promoter inh | SDO1 yeast rescue Rescue 24 h | SDO1 yeast rescue
COc1ccc(C(=O)N/N=c2\oc3ccccc3cc2C(N)=O)cc1 | 0 | . | .
CN(C)c1ccnc(-n2cccc2/C=N/OCc2cccc(F)c2)c1C#N | -97 | -1.5 | -0.81
COc1ccc(Cn2nnnc2C(c2cc3ccc(OC)cc3[nH]c2=O)N2CCCCCC2)cc1 (configuration not stated) | -16 | -0.91 | -1
COC(=O)c1sccc1NC(=O)CN(C)NS(=O)(=O)c1ccc([N+](=O)[O-])cc1 | -7 | 0.02 | 1.1
COC(=O)c1ccc(Oc2c(C(F)(F)F)oc3c(CN4CCN(C)CC4)c(O)ccc3c2=O)cc1 | -8 | 0.4 | 1.5
O=C(CCCC(=O)N(CC(=O)NC1CCCC1)Cc1ccccc1)Nc1ccccn1 | 7 | 2.6 | 1.6
CC(=O)NC(CCS(C)(=O)=O)C(=O)Nc1nccs1 (configuration not stated) | 27 | -0.14 | 0.62
CS(=O)(=O)N1N=C(c2ccc(Cl)cc2)CC1c1cccs1 (configuration not stated) | -183 | 1.4 | 0.6
NC(=O)c1cnccn1 | 18 | -0.55 | 0.28
Cc1cccc(CCNC(=O)CC2C(=O)NCCN2Cc2ccc(F)c(F)c2)n1 (configuration not stated) | -13 | . | .
CCOc1ccc(CNC(=O)CCS(=O)(=O)Cc2cccc(Cl)c2)cc1OC | 29 | . | .
Cc1ccc(-n2nc3c(=S)[nH]nc(C)c3c2C)cc1 | . | -0.04 | 0.26
Cc1ccc(-n2ncc3c(=O)n(CC(=O)Nc4cccc(Cl)c4)cnc32)cc1C | -14 | -0.75 | -1.6
COc1ccc(CCNC(=O)c2cc(-c3ccccn3)nc3c(Cl)cccc23)cc1OC | -5 | . | .
O=C(Nc1cc(Cl)ccc1O)c1cc2n(n1)C(C(F)(F)F)CC(c1ccc3c(c1)OCO3)N2 (configuration not stated) | 0 | -0.91 | -1.5
COc1cc(/C=N/NC(=O)CNC(=O)c2ccccc2)ccc1OC(=O)c1cccs1 | . | -1.2 | -0.34
Cc1ccc(C(=O)c2cc3c(cc2N)OCCO3)cc1 | ? | -1.4 | -1.5
CCCCC(=O)Nc1nnc(SCC(=O)N2CCN(c3ccccc3OC)CC2)s1 | -48 | -1.5 | -1.1
COc1cccc(CN2CCN(c3ncccn3)CC2)c1 | . | -0.48 | -0.44
COc1cc2c(cc1OC)CN(C(=O)CSc1nc3[nH]ncc3c(=O)n1-c1ccccc1)CC2 | . | 0.39 | 0.74
CCCNC(=O)c1ccc(C2SCC(=O)N2Cc2ccccc2)cc1 (configuration not stated) | 2 | -1.5 | -0.74
CCCC(=O)Nc1ccc(Cl)c(NC(=O)c2ccco2)c1 | -48 | -0.6 | -0.31
CC(=O)/C(=N\Nc1cccc(Cl)c1)Sc1nnc(-c2ccccc2)n1-c1ccccc1 | -61 | 1.2 | -0.16
O=C(C(Cc1ccccc1)N1C(=O)c2ccccc2C1=O)N1c2ccccc2CCc2ccccc21 (configuration not stated) | -20 | -0.93 | -0.74
Cc1nn(C)c(Oc2cccc(C(F)(F)F)c2)c1C=O | 12 | . | .
O=C(O)CN1C(=O)c2ccc(Oc3cccc4c3C(=O)N(CC(=O)O)C4=O)cc2C1=O | -18 | 0.19 | 1.2
Cc1ccc(N/N=C2\CCS(=O)(=O)c3sccc32)cc1 | 18 | . | .
COc1ccc(C2C(C(C)=O)=C(O)C(=O)N2CCO)c(OC)c1 (configuration not stated) | . | 2.6 | 2.2
COc1cc(CNC2CCCCCC2)cc(OC)c1OC | -37 | -1 | -0.49
CN(C)CCCNS(=O)(=O)c1cc(Cl)ccc1Cl | . | -0.67 | -1
O=C(NCCCN1CCCC1)C1CCN(C(=O)c2cc3sccc3n2Cc2ccc(F)cc2)CC1 | . | -1.9 | -0.33
Cc1ccc(F)cc1NC(=O)c1ccc(NS(=O)(=O)c2ccc(Br)s2)cc1 | 14 | 2.5 | 1.4

Quoted from the listing.
Cc1ccc(N/N=C2\CCS(=O)(=O)c3sccc32)cc1 | INS promoter inh = 18
O=C(O)CN1C(=O)c2ccc(Oc3cccc4c3C(=O)N(CC(=O)O)C4=O)cc2C1=O | SDO1 yeast rescue Rescue 24 h = 0.19
O=C(NCCCN1CCCC1)C1CCN(C(=O)c2cc3sccc3n2Cc2ccc(F)cc2)CC1 | SDO1 yeast rescue Rescue 24 h = -1.9
Cc1ccc(F)cc1NC(=O)c1ccc(NS(=O)(=O)c2ccc(Br)s2)cc1 | SDO1 yeast rescue = 1.4

Later entries:
SMILES | INS promoter inh | SDO1 yeast rescue Rescue 24 h | SDO1 yeast rescue
CN(C)S(=O)(=O)N(CCN1CCOCC1)Cc1ccccc1F | -41 | -0.44 | 0.39
Cc1occc1-c1nnc(SCC(=O)NCc2ccc3c(c2)OCO3)n1CC(C)C | . | -0.38 | -0.15
CCOc1ccc2[nH]c(=O)c(C(c3nnnn3Cc3ccco3)N3CCN(C)CC3)cc2c1 (configuration not stated) | 4 | . | .
COc1ccc(Oc2coc3cc(OC(=O)c4cncc(Br)c4)ccc3c2=O)cc1 | -31 | 1.4 | 0.63
Fc1ccc(N2CCN(c3ncnc4c3nnn4Cc3ccccc3Cl)CC2)cc1 | 38 | -1.4 | -1
O=C(NC1CCc2ccccc21)C1CCN(S(=O)(=O)c2ccc(Cl)cc2)CC1 (configuration not stated) | -19 | 0.27 | -0.05
CCN1CCCC1CNC(=O)c1cc(NC(C)=O)c(N(C)C)cc1OC (configuration not stated) | 12 | -0.08 | 0.27
Cc1ccc(C)c(NC(=O)C2CCCN2C(=O)OC(C)(C)C)c1 (configuration not stated) | . | 0.56 | 0.1
COc1cc(NC(=O)c2cc(Br)cc(C)c2OC)ccc1NC(=O)C(C)C | -10 | . | .
COc1ccccc1N1C(=O)C2C3C=CC(C3)C2C1=O (configuration not stated) | . | -1.3 | -0.83
Cc1ccc(C(=O)CSc2nc3cc(S(=O)(=O)N4CCOCC4)ccc3o2)cc1 | 12 | -0.76 | -1.2
CC(=O)N1CCN(c2ccc(NC(=S)NC(=O)/C=C/c3ccccc3)cc2)CC1 | . | 0.11 | -0.17
O=C(CN1CCN(c2ccc(O)cc2)CC1)NC(=O)NCc1ccco1 | . | -0.79 | -0.4
CCCn1c(=O)c(C(=O)NCc2ccccn2)c(O)c2ccccc21 | -320 | -1.3 | -1.7
O=[N+]([O-])c1ccc(Cl)c(/C=N/N2CCN(c3ccccc3)CC2)c1 | -7 | 0.41 | -0.02
COCCNC(=O)C(c1ccc(O)cc1)N(C(=O)CCC(=O)Nc1nccs1)c1cccc(C)c1 (configuration not stated) | -20 | . | .
CCC(C)(C)NC(=O)CN(C(=O)CCC(=O)Nc1cc(C)ccn1)c1ccc2c(c1)OCO2 | . | -0.1 | 0.63
Cc1cc(NS(=O)(=O)c2ccc(NC(=O)CN3C(=O)c4ccccc4C3=O)cc2)nc(C)n1 | 35 | 1.1 | 1.9
Cc1cccc(CCNC(=O)C2CCN(S(=O)(=O)c3c(C)noc3C)CC2)c1 | 23 | 1.4 | 1.3
CCOC(=O)c1ccc2[nH]c(C)c(CN3CCN(C)CC3)c(=O)c2c1 | -53 | . | .
Cc1cccc(/C(N)=N/OC(=O)N2c3ccccc3Sc3ccccc32)c1 | 20 | -1.2 | -2.2
Cc1ccc(-c2ccc(/C=N/N=C3/NC(=O)C(CC(=O)O)S3)o2)c([N+](=O)[O-])c1 (configuration not stated) | . | -0.31 | -0.23
COc1cc(/C=N/Nc2nn3cnnc3c3ccccc23)cc(OC)c1OC | -16 | -0.56 | 0.26
CCc1ccc(-c2ccc(C(=O)O)cc2)nc1 | . | 0.2 | 0.49
Cc1nnc(NC(=O)c2ccncc2)s1 | . | 2 | 1.6
CCOc1ccccc1-n1c(N)c(C(N)=O)sc1=S | 53 | 0.32 | 0.63
O=C(Cc1ccc(Cl)cc1)NCc1ccccc1Cl | -106 | . | .
CN(CC(=O)Nc1ccc(N2CCOCC2)cc1)C(=O)CC(c1ccccc1)c1ccccc1 | 0 | . | .
COc1ccc(Cn2nnnc2C(c2ccncc2)N2CCOCC2)cc1 (configuration not stated) | 11 | -0.76 | -0.03
Cc1ccccc1Nc1nc(N)nc(CN2C(=O)NC3(CCCCC3C)C2=O)n1 (configuration not stated) | -11 | -0.72 | -0.3
COc1ccc(C2CC(=O)C(C=NCCN3CCN(C(C)=O)CC3)=C(O)C2)cc1 (configuration not stated) | -77 | -0.16 | 0.56
CCOc1ccccc1N(CC(=O)NCC1CCCO1)C(=O)CCC(=O)Nc1ccccn1 (configuration not stated) | . | 1.2 | 0.67
O=C(c1cccc(F)c1)N1CCN(c2cccc(C(F)(F)F)c2)CC1 | 12 | -0.73 | -0.13
CCN(C(=O)CSc1nncn1-c1ccccc1)c1c(N)n(Cc2ccccc2)c(=O)[nH]c1=O | -17 | -1.4 | -0.01
COC(=O)[C@H](CCSC)NC(=O)Nc1cc(C)ccc1C | 21 | 3.7 | 2.2
Cc1ccccc1Cn1cc(C)c(=O)[nH]c1=O | -12 | . | .
Cc1cccc(N2CCN(C(=O)Cn3cnc4c3c(=O)n(C)c(=O)n4C)CC2)c1C | 61 | -0.36 | -0.15
O=C(Cc1ccccc1)c1nnc(-c2ccccc2)o1 | 14 | . | .
O=c1nc2ccccc2c(NS(=O)(=O)c2ccccc2)n1-c1ccccc1 | -30 | -0.35 | 0.25
O=C1[C@@H]2C(Cc3ccc(O)cc3)NC3(C(=O)Nc4ccc(F)cc43)[C@@H]2C(=O)N1c1ccc(F)cc1 (some centres not stated) | 36 | 1.7 | 1.3
C(/C=C/c1ccccc1)=N/N1CCN(c2ccccc2)CC1 | 48 | -1.2 | -0.26
c1ccn2c(CNc3ncnc4sccc34)nnc2c1 | 27 | 1.6 | 1.1
CCOC(=O)N1CCC(NC(=O)C2CCN(c3nc(-c4ccc(OC)cc4)no3)CC2)CC1 | . | -0.6 | -1.2
N=C1C(c2nc3ccccc3s2)=C(O)CN1Cc1ccco1 | 49 | -0.32 | -0.41
O=C(NCCSc1ccccc1)c1ccccc1Cl | -55 | 3.8 | 1.9
Nc1cccc(C(=O)OCC(=O)c2ccccc2)c1 | . | 0.1 | 0.14
CC(/C=N/n1c(COc2ccccc2)n[nH]c1=S)=C\c1ccccc1 | -34 | -1.5 | -1.4
C=C(C)Cn1c(NCCOC)nc2c1c(=O)[nH]c(=O)n2C | 55 | 1.5 | 1.1
COc1ccc(C2(C(=O)Nc3nncs3)CCCC2)cc1 | 4 | -0.03 | 1.6
CSc1ccccc1NC(=O)Nc1ccc(Cl)cc1 | 4 | 2.8 | 3.5
COC(=O)[C@H](C(C)C)n1c(C)c(C(C)=O)c(C(C)=O)c1C | -50 | 1.8 | 1.3
CCC1Cc2c(nc3c4c(nc(N5CCOCC5)c(C#N)c24)NC(C)=N3)O1 (configuration not stated) | 7 | . | .
O=c1[nH]c(CN2CCCCC2)nc2ccccc12 | 29 | 0.13 | -0.44
C/C(CC(=O)NC1CCCCC1)=N\NC(=O)Cc1ccc(-c2ccccc2)cc1 | 27 | . | .
Cc1cc(C)c(NC(=O)CS(=O)CC(=O)Nc2cccnc2)c(C)c1 (configuration not stated) | 30 | -0.25 | 0.42
O=C(CCC1CC(=O)Nc2ccccc21)NCc1cccnc1 (configuration not stated) | 5 | 2.6 | 3

Continuation.
SMILES | INS promoter inh | SDO1 yeast rescue Rescue 24 h | SDO1 yeast rescue
OCCN1CCOCCOCCN(CCO)CCN(CCO)CC1 | -30 | 0.21 | 1.1
O=C(CSc1nc2c(sc3ccccc32)c(=O)n1-c1ccccc1)NCc1ccco1 | 73* | -0.69 | -0.81
O=C(NCCCN1CCOCC1)c1ccc(CSCc2cccc(Cl)c2)o1 | 7 | . | .
COC(=O)C1CCN(c2cc(=O)n(Cc3ccc(F)cc3)c(=O)[nH]2)CC1 | 38 | -1.2 | -0.41
COc1cc(/C=N/NC(=O)c2cccnc2)ccc1OS(=O)(=O)c1ccc(C)cc1 | . | -1.2 | 0.05
CCCC1(CCC)NC(=O)N(CC(=O)Nc2ccccc2OC)C1=O | . | -0.37 | 0.42
Nc1ccc2nc[nH]c2c1 | -27 | . | .
c1ccc2c(c1)nc(N1CCOCC1)c1nnnn12 | . | -0.04 | 0.73
CCCOc1c(Br)cc(C(=O)NCC)cc1OC | -88 | 0.18 | 0.53
CCCCN(CC)CCNC(=O)c1cc2c(=O)n(C)c3ccccc3c2n1C | . | -1.6 | -0.7

A portion from further up:
SMILES | INS promoter inh | SDO1 yeast rescue Rescue 24 h | SDO1 yeast rescue
Nc1ccc2nc[nH]c2c1 | -27 | . | .
c1ccc2c(c1)nc(N1CCOCC1)c1nnnn12 | . | -0.04 | 0.73
CCCOc1c(Br)cc(C(=O)NCC)cc1OC | -88 | 0.18 | 0.53
CCCCN(CC)CCNC(=O)c1cc2c(=O)n(C)c3ccccc3c2n1C | . | -1.6 | -0.7

Retrieved by compound from the list above, 3 records:
SMILES | INS promoter inh | SDO1 yeast rescue Rescue 24 h | SDO1 yeast rescue
O=C(NCCCN1CCOCC1)c1ccc(CSCc2cccc(Cl)c2)o1 | 7 | . | .
CCCCN(CC)CCNC(=O)c1cc2c(=O)n(C)c3ccccc3c2n1C | . | -1.6 | -0.7
CCCC1(CCC)NC(=O)N(CC(=O)Nc2ccccc2OC)C1=O | . | -0.37 | 0.42
